PKA-R2B activ: activators of human PKA-R2B complex. P22694+P31323. PKA-R2B holoenzyme dissociation, Cy5-IP20 fluorescence polarization; R2B truncated from residue 108, S112A mutant; 0% DMSO only, 100% 113 µM cGMP. activation, % at 11.4 µM. hit rate 0.079% among 340,000. AID 504700;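 active = activation above a cutoff set at the mean over all compounds plus 3 SD, cut at about 18% in these data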;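 also: higher means more holoenzyme dissociation and a rise in polarization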
Target sequence (P31323 whole entry, looked up, other chains not shown, the tested form may be a part): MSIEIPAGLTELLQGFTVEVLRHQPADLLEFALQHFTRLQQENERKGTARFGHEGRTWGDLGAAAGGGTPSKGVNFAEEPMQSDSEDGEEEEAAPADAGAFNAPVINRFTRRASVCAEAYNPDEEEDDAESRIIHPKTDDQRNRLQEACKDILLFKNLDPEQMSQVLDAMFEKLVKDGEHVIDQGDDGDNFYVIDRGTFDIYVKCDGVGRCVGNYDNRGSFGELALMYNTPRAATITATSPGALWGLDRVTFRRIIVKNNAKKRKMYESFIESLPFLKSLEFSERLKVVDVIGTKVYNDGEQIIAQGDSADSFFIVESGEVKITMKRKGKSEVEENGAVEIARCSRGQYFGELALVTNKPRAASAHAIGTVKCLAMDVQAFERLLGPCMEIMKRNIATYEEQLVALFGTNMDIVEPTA
PfHsp90 yeast 2: reduces growth (ATP signal) of yeast expressing P. falciparum Hsp90. S. cerevisiae expressing PfHsp90, BacTiter-Glo ATP, 48 h; yeast lacking PDR1 and PDR3 efflux regulators. inhibition, % at 9.4 µM. hit rate 0.32% among 310,000;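 active = every replicate shows inhibition above about 80%, whatever the replicate mean, limit read from the data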;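 also: 0% = DMSO neutral controls and 100% = 20 µM radicicol positive controls; yeast relying on Plasmodium falciparum Hsp90 in place of its own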
MOR-DOR ag: agonists of human mu-delta opioid receptor heterodimerization; P35372+P41143; cells, OPRM1-OPRD1 heterodimerization, luminescence; activation, % at 9.3 µM; hit rate 0.3% among 340,000; in the data active = activation above about 18%;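 also: 0% = vehicle-treated cells and 100% = reference agonist; values of inactives mirror those of a sister screen read the other way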
OPRM1-OPRD1 inv: mu-delta opioid heterodimer inverse agonism; P35372+P41143; hit rate 0.21% among 340,000; AID 504357; inhibition, % at 9.3 µM; cell-based MOR-DOR heterodimer luminescence; in the data active = inhibition above about 22%, passing the limit was not always enough;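 also: 0% = cells with DMSO and 100% = wells without cells with DMSO; values of inactives mirror those of a sister screen read the other way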
PKA-R1A activ: activates the PKA-R1A holoenzyme complex. P00514+P68181. PKA-R1A dissociation, Cy5-IP20 fluorescence polarization; scaled: DMSO 0%, 113 µM cGMP 100%. activation, % at 11.4 µM. hit rate 0.083% among 340,000;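 active = percent activation above the mean of all tested compounds plus 3 SD, cut at about 19% in these data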;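 also: higher means more PKAc released from R1A so a rise in polarization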
AddAB inh: less growth of phage-infected E. coli with AddAB | E. coli expressing H. pylori AddAB, absorbance growth | inhibition, % at 11.9 µM | hit rate 0.29% among 330,000 | AID 435030; in the data active = inhibition above about 12%;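 also: 0% = vehicle wells of infected cells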
Mot1-301 SUMO: blocks SUMOylation pathway, rescuing yeast Mot1-301 growth. S. cerevisiae Mot1-301 growth rescue, ATP luminescence, 38.5C; percent above DMSO median, 100 means doubled. growth rescue, % at 18.8 µM. hit rate 1% among 320,000. AID 2716;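 active = every valid replicate shows activation above 250% relative to neutral control wells; inactive = the rest, any valid replicate at or below 250%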;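 also: OY570 slx delta 5 strain wells were the positive control but not used for scaling; some compounds called inactive have numbers as strong as hits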
phage Ecoli inh: E. coli growth loss with phage present | growth absorbance | inhibition, % at 11.9 µM | hit rate 0.26% among 360,000; in the data active = inhibition above about 11%
Tat transport: E. coli Tat transport inhibition. E. coli MC4100 TorA-mCherry Tat export, fluorescence. inhibition, % at 10 µM. hit rate 0.036% among 340,000;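 active = mean replicate inhibition at least 50% and at least half of replicates individually reaching 50%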;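 also: exported cargo escapes ClpAP degradation while cytoplasmic cargo is degraded and loses fluorescence; 0% = median of neutral control wells and 100% = median of NaSCN control wells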
Ecoli viability: counter-screen for AddAB inhibitors: E. coli growth inhibition. E. coli V3065 growth, OD600 absorbance, 18 h. inhibition, % at 11.9 µM. hit rate 0.27% among 330,000;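 active = inhibition above the campaign's mean inhibition across all tested compounds plus 3 SD, cut at about 9.9% in these data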;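 also: uninfected addAB+ strain grown without phage in ampicillin broth; 0% = DMSO wells and 100% = ciprofloxacin 0.95 µg/ml wells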
HTR5A inv ctr: HTR5A inverse agonism, opioid heterodimer counter-screen; HTR5A cell line, luminescence; inhibition, % at 9.3 µM; hit rate 0.083% among 340,000; in the data active = inhibition mostly above about 23%, no sharp cut-off; inactive = mostly below about 18%;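 also: 0% = cells with DMSO and 100% = no-cell wells with DMSO; some compounds called inactive have numbers as strong as hits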
Target sequence (P47898 whole entry, looked up): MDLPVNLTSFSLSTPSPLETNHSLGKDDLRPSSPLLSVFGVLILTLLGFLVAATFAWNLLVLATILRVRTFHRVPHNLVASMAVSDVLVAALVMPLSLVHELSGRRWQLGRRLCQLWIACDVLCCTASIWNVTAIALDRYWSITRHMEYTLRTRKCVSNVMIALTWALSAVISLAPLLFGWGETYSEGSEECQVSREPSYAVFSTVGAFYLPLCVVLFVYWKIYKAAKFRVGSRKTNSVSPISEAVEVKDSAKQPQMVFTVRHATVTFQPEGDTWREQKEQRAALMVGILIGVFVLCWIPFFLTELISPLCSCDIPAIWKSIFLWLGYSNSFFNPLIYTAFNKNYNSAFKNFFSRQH
The depositor's hits bear a star; / = no result given. The order is random. About 2.2% of those tested had a hit in this group.

canonical_smiles,Tat transport,OPRM1-OPRD1 inv,AddAB inh,HTR5A inv ctr,PKA-R1A activ,MOR-DOR ag,PfHsp90 yeast 2,Ecoli viability,Mot1-301 SUMO,PKA-R2B activ,phage Ecoli inh
Cc1ccc(NS(=O)(=O)c2ccc(C(=O)N3CCC3)cc2)cc1,-7,7,3.8,18,-1,-1.0,/,4.3,-20,1,2.1
O=C(NCC(=O)N1CCOCC1)c1ccc(Cl)cc1,-5,2,-1.5,-1,10,-0.5,-5,0.4,25,13,1.3
C[C@H](CO)N1C[C@H](C)[C@@H](CN(C)S(=O)(=O)c2ccc(F)cc2)Oc2c(NC(=O)Nc3ccccc3)cccc2C1=O,4,9,-0.1,-21,2,-1.6,7,-0.3,-17,1,0.8
COc1ccc(N2CCN(C(=O)CSc3nc4ccccc4c(=O)[nH]3)CC2)cc1,-1,-12,4.2,-19,4,1.5,8,0.2,413,2,1.4
CCN(CCCNC(=O)CN1C(=O)COc2ccccc21)c1ccccc1,14,-15,0.6,12,1,2.5,14,0.4,114,8,1.3
Cc1cc(S(=O)(=O)N2CCN(CC(=O)N(C)Cc3ccccc3)CC2)ccc1Br,4,-1,/,-7,1,0.1,/,/,/,-13,4.9
Cc1cccc(NC(=O)NC2CCCCCCC2)c1C,5,-12,/,5,-5,2.2,4,/,11,2,3.3
COc1ccc(CC(=O)N(C)CC(=O)Nc2ccc(F)cc2)cc1S(=O)(=O)N1CCOCC1,8,10,-2.0,-1,-3,-2.5,4,0.3,-3,-5,0.2
C=CCn1c(N2CCN(c3ccc(OC)cc3)CC2)nc2c1c(=O)n(C)c(=O)n2C,5,-4,-0.2,-1,-1,0.8,-45,-0.9,-3,5,-1.0
O=C(CSc1ccc(-c2cccnc2)nn1)Nc1ccccc1F,2,11,4.7,2,-1,-2.1,6,-1.5,-10,-1,4.0
S=c1nc(C2COc3ccccc3O2)[nH][nH]1 (stereo unspecified),-8,10,-15,20,5,-2.1,-79,2.3,-8,-3,4.6
CCNc1nc2c(c(=O)[nH]c(=O)n2C)n1CC(C)C,4,20,0.4,-10,-6,-3.8,19,0.4,-5,13,2.2
COc1ccc(Cl)cc1NC(=O)C1CC(=O)N(C2CCCCC2)C1 (stereo unspecified),4,-6,-0.8,14,1,1.1,10,2.6,67,3,1.3
Cc1cc(Cl)c2ccc3ccccc3c2n1,-2,4,0.3,-10,10,-0.9,3,-0.4,/,2,2.5
CC1(C)N=C(N)NC(Nc2ccccc2)=N1,-2,7,-1.5,1,8,-1.1,-2,-0.9,-5,-8,0.6
Cc1ccc(-c2nc(CSCC(=O)Nc3cc(C)on3)c(C)o2)cc1,-10,16,-0.8,0,7,-2.8,22,1.2,17,-3,1.4
O=C(CNC(=O)c1ccc(Br)cc1)c1ccccc1,-11,15,3.0,-13,3,-3.1,4,-0.7,21,7,1.1
O=C(c1cc2ncc(Br)cn2n1)N1CCOCC1,-8,5,0.1,-25,0,-0.8,/,-0.4,12,2,3.0
O=C(NCc1ccccc1)N1CCN(c2ccc(F)cc2)CC1,4,10,2.7,11,0,-1.7,-30,3.2,/,-4,1.3
COc1ccc(CCNC(=O)c2ccccc2C(=O)NCCc2ccc(OC)cc2)cc1,6,9,0.2,16,-13,-1.8,0,0.8,-11,-1,2.2
O=S(=O)(c1ccccc1)c1nc(NCc2ccccc2)sc1Cl,4,-5,0.4,-5,2,1.0,-27,-2.3,5,-5,3.1
Cc1ccc(S(=O)(=O)CCc2nnc(NC(=O)CCl)s2)cc1C,2,21,0.0,-1,9,-4.2,3,-1.4,-2,-2,1.7
O=c1[nH]c2ccccc2n1C1=CCCC1,-4,12,2.6,6,-10,-2.8,-14,-1.2,23,-1,0.6
CCSc1nc(=S)cc(C)[nH]1,6,14,0.2,-5,-6,-3.1,-38,-1.8,108,-5,-0.8
C[C@H]1CN([C@@H](C)CO)C(=O)c2cccc(NC(=O)Nc3ccc(C(F)(F)F)cc3)c2O[C@@H]1CN(C)C(=O)Nc1ccc(F)cc1,8,6,-1.2,-9,5,-1.1,7,-1.8,13,-1,-0.2
COC(=O)CNC(=O)CNC(=O)c1nn(-c2ccc(OC)c(OC)c2)c(=O)c2ccccc12,-2,-2,1.0,12,8,0.4,6,-1.0,1,2,-0.2
O=C(COc1coc(CN2CCc3ccccc3C2)cc1=O)Nc1ccc(F)cc1,-6,4,2.1,-2,-2,-0.6,2,0.2,1,-10,2.4
O=C(NC1CCCC1)c1cc2cc(Br)ccc2o1,2,5,1.1,-7,-3,-0.8,21,2.9,87,0,1.6
O=S(=O)(NCc1ccccc1)NCc1ccc(Cl)cc1Cl,7,-12,1.6,-10,-5,2.6,16,0.5,16,6,2.1
CC1(C)CC(NC(=O)COc2ccc(Br)cc2Cl)CC(C)(C)N1,-4,8,1.0,5,-5,-1.5,8,1.7,6,-5,1.4
COc1ccc(C(=O)C(C)Oc2cccc(NC(=O)c3cccc([N+](=O)[O-])c3)c2)cc1 (stereo unspecified),-4,-17,3.2,5,-15,3.1,-26,0.4,3,-7,2.1
CCCCn1cnc2c(oc3nc4c(cc32)CCCC4)c1=O,-1,10,1.4,10,-7,-2.0,18,0.0,-8,6,3.3
C=CCNC(=O)c1onc(CSc2ccc(F)cc2)c1C(=O)O,13,20,1.9,-11,-13,-4.3,1,0.3,-9,-5,0.9
Cc1nc2ccccc2c(=O)n1-c1ccc(NS(=O)(=O)c2cc(F)ccc2F)cc1,11,15,-0.2,12,7,-3.1,18,3.0,130,4,2.3
Cc1cccc(-n2ncc3c(Nc4c(C)n(C)n(-c5ccccc5)c4=O)ncnc32)c1,9,18,2.8,-13,0,-3.2,4,2.2,-6,-1,/
O=C(COC(=O)c1ccccc1F)Nc1cccnc1Cl,-11,16,1.0,2,-8,-3.1,-54,1.1,2,0,4.0
Cc1cc(C)n(-c2ccc(Cl)c(C(=O)Nc3cc(C(F)(F)F)ccc3Cl)n2)n1,1,5,4.2,15,3,-0.9,-51,-2.8,-4,-1,0.5
Cc1ccnc(N2CCC(C(=O)NCc3ccc4c(c3)OCO4)CC2)n1,0,-1,1.6,4,-5,0.1,/,0.0,-2,4,0.9
CC1CCCCN1c1nnc(NC(=O)c2cc(-c3ccc(Br)cc3)on2)s1 (stereo unspecified),23,8,-3.2,-45,-11,-1.4,-9,1.9,-18,-1,5.1
CCOC(=O)c1[nH]c(C)c(C(=O)Nc2ccccc2F)c1C,5,5,1.4,3,-5,-1.1,6,-1.7,-19,7,3.2
Cc1noc(NS(=O)(=O)c2ccc(NC(=O)COc3ccccc3)cc2)c1C,-6,0,-1.6,-13,-1,0.1,6,-1.3,155,-9,2.8
COc1ccc(CCN=Cc2ccccc2O)cc1OC,6,11,0.8,-27,-4,-2.3,-10,-0.3,6,-16,2.6
COc1ccc(-c2cc(=O)oc3cc(OC(C)C(=O)NC(Cc4c[nH]c5ccc(O)cc45)C(=O)O)ccc23)cc1 (stereo unspecified),-1,2,2.2,-10,3,-0.3,-13,1.5,-13,-2,2.0
O=C(COc1ccccc1)N1CCN(S(=O)(=O)c2cccc([N+](=O)[O-])c2)CC1,-1,8,0.1,-5,-5,-1.8,-3,-1.2,-2,-12,1.2
O=C(NCc1ccco1)C(=O)c1c[nH]c2ccccc12,-7,-11,-0.8,-19,-11,1.7,/,-0.5,-9,5,2.8
O=C(Nc1ccc(F)cc1)Nc1nnc(Cc2ccccc2)s1,4,-34,0.4,-28,-4,6.8,-4,0.5,2,11,0.3
COc1cccc(-c2nnc3sc(C4CCCCC4)nn23)c1,12,-17,-0.5,-2,6,3.5,-7,-1.1,38,-3,0.7
CN1CCN(CCC(=O)Nc2ccc(F)c(F)c2)CC1,-9,-4,2.3,-33,-5,0.6,-12,0.1,7,-22,2.1
Cc1ccc(S(=O)(=O)n2[nH]c(=O)c(CCO)c2C)cc1,-2,/,1.1,/,/,/,-6,-1.2,3,/,5.2
CCc1ccc(C(=O)N2CCN(c3ccc(NC(=O)c4cccnc4)cc3)CC2)cc1,-10,13,4.5,12,-9,-2.5,11,3.2,-9,2,0.4

The list continues:
canonical_smiles,Tat transport,OPRM1-OPRD1 inv,AddAB inh,HTR5A inv ctr,PKA-R1A activ,MOR-DOR ag,PfHsp90 yeast 2,Ecoli viability,Mot1-301 SUMO,PKA-R2B activ,phage Ecoli inh
Cc1nc(SCC(=O)Nc2c(C)n(C)n(-c3ccccc3)c2=O)nc(C)c1C,-4,9,1.7,4,-9,-1.7,2,0.3,/,-7,1.5
O=C(CNC1CCN(Cc2ccccc2)CC1)Nc1ccc(S(=O)(=O)N2CCCCC2)cc1,-3,9,0.0,-23,2,-1.6,-26,0.0,81,1,1.6
O=C(NC(=S)Nc1nc2c(s1)CCCC2)c1ccc(C(=O)c2ccccc2)cc1,-9,3,1.8,-6,-13,-0.7,15,1.0,-2,-8,1.7
CSc1ccc(/C=N\Nc2nncn2N)cc1,3,-3,5.9,-3,-1,0.8,0,4.3,-9,3,-0.5
COc1ccc(CC(=O)Nc2cccc(C(=O)O)c2C)cc1,-7,6,-0.3,4,-15,-1.0,-1,-0.1,0,-13,0.2
O=C(NCc1ccco1)c1nc(-c2ccccc2)n(-c2ccccc2)n1,2,1,3.9,-26,-4,-0.2,/,-1.1,5,-5,0.9

High-throughput results deposited in PubChem by several laboratories.
